# Compound activity (PubChem)
# PKA-R2B activ: activators of PKA-R2B holoenzyme, primary screen, biochemical, fluorescence polarization, Cy5-IP20, human | PKA-R2B holoenzyme dissociation; R2B truncated from residue 108, S112A mutant; 0% DMSO only, 100% 113 µM cGMP | activation, % at 11.4 µM | actives 0.079% (n = 340,000);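 active = activation above a cutoff set at the mean over all compounds plus 3 SD, cut at about 18% in these data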;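 note: higher means more holoenzyme dissociation and a rise in polarization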
# Target sequence (P31323 whole entry, looked up, other chains not shown, the tested form may be a part): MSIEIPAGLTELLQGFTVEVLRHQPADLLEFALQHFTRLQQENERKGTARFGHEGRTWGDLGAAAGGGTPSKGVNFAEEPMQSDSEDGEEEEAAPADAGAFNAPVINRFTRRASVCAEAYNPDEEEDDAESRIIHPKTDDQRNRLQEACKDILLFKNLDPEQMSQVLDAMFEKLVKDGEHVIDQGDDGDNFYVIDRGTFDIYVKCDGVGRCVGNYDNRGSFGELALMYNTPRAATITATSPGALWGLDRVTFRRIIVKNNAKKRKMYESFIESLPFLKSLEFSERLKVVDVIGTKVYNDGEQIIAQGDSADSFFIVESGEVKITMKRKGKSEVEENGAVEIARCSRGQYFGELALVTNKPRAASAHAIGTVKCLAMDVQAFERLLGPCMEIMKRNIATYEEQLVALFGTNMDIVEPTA
# HTR5A inv ag: HTR5A inverse agonists in luminescence cell assay, primary screen, counter-screen for OPRM1-OPRD1 heterodimer inverse agonist project, full-deck HTS; 5-hydroxytryptamine receptor 5A (Homo sapiens), P47898; HTR5A cell line, inverse agonism; inhibition, % at 9.3 µM; actives 0.083% (n = 340,000); AID 504634, 2011; in the data active = inhibition mostly above about 23%, no sharp cut-off; inactive = mostly below about 18%;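 note: 0% = cells with DMSO and 100% = no-cell wells with DMSO; some compounds called inactive have numbers as strong as hits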
# Target sequence (P47898 whole entry, looked up): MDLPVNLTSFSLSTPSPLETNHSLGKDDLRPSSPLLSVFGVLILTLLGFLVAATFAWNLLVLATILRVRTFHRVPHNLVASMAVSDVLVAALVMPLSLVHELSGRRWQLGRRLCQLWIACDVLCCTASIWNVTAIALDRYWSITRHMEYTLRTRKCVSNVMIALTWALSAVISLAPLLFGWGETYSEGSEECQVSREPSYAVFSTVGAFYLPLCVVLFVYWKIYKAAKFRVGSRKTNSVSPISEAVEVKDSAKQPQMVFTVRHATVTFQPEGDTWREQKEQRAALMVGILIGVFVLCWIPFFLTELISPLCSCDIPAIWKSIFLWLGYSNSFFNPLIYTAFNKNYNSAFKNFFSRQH
# DSG3 Ab inh: inhibitors of pemphigus antibody binding to DSG3, primary screen, biochemical, bead-based, flow cytometry, scFv-GFP | Desmoglein-3 (Homo sapiens), P32926 | DSG3-coupled beads, scFv-anti-DSG3-GFP binding; stronger effect = lower value | binding (percent of control), % at 10 µM | actives 0.48% (n = 310,000);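 active = binding more than 3 SD below its plate's average and above zero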;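 note: hits lower antibody fragment binding to DSG3; some compounds called inactive have numbers as strong as hits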
# PKA-R1A activ: activators of PKA-R1A holoenzyme, primary screen, biochemical, fluorescence polarization, Cy5-IP20, bovine R1A, mouse PKAc; cAMP-dependent protein kinase type I-alpha regulatory subunit (Bos taurus) + …; PKA-R1A dissociation; scaled: DMSO 0%, 113 µM cGMP 100%; activation, % at 11.4 µM; actives 0.083% (n = 340,000); AID 504707, 2011;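 active = percent activation above the mean of all tested compounds plus 3 SD, cut at about 19% in these data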;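 note: higher means more PKAc released from R1A so a rise in polarization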
# DAGLB inhibitor: DAGLB lipase inhibitors, primary screen, biochemical, fluorescence, HTS; AID 504411, 2011; HEK293T DAGLB membrane lysate, EnzChek fluorogenic substrate; actives 0.059% (n = 340,000); Diacylglycerol lipase-beta (Homo sapiens), Q8NCG7; inhibition, % at 5.17 µM; in the data active = inhibition above about 34%;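 note: 0% = enzyme with vehicle and 100% = wells lacking enzyme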
# HTR5A ag ctr: HTR5A agonists in luminescence cell assay, primary screen, counter-screen for OPRM1-OPRD1 heterodimer agonist project, full-deck HTS. actives 0.61% (n = 340,000). 5-hydroxytryptamine receptor 5A (Homo sapiens), P47898. activation, % at 9.3 µM. AID 504692, 2011. cell-based; in the data active = activation mostly above about 9.5%, no sharp cut-off; inactive = mostly below about 7.6%;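 note: 0% = cells with vehicle only and 100% = reference agonist; strong numbers were not always called active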
# OPRM1-OPRD1 inv: inverse agonists of MOR-DOR heterodimerization, primary screen, cell-based, luminescence | actives 0.21% (n = 340,000) | AID 504357, 2011 | Mu-type opioid receptor (Homo sapiens) + Delta-type opioid receptor (Homo sapiens), … | cell-based MOR-DOR heterodimer luminescence, inverse agonism | inhibition, % at 9.3 µM; in the data active = inhibition above about 22%, passing the limit was not always enough;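 note: 0% = cells with DMSO and 100% = wells without cells with DMSO; values of inactives mirror those of a sister screen read the other way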
# V-ATPase pH: regulators of yeast V-ATPase proton pumping, primary screen, pHLuorin cytosolic pH fluorescence. S. cerevisiae. response, % at 10 µM. actives 0.37% (n = 350,000); in the data active = response mostly above about 7.3%, no sharp cut-off; inactive = mostly below about 5.4%; note: actives read high; inactives centre near 0; some compounds called inactive have numbers as strong as hits; reference of the scale not given here
# Arr AP2 block: inhibitors of beta-arrestin/AP2 binding, primary screen, biochemical, GPCR trafficking, flow cytometry; beta-arrestin 1 C-terminal peptide binding to AP2 beta2-adaptin appendage (human); FITC-arrestin peptide / GST-AP2 beads; AP2 beta2 appendage carries R879A mutation; inhibition, % at 10 µM; actives 0.31% (n = 340,000);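 active = inhibition above a set limit, near 3 SD of compounds lacking own fluorescence, cut at about 54% in these data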;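 note: plate controls were DMSO wells for no effect and 5 µM unlabelled arrestin peptide for full effect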
#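 Test system: GST-tagged AP2 beta2-adaptin appendage (R879A) on 4 µm glutathione beads; also added: fluorescein-tagged arrestin peptide at 50 nM final; timing: 12 min plus 1 h, RT; signal: flow cytometry, FL1 (488/535 nm); read-out: percent drop in bead-associated FITC signal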
# MOR-DOR ag: agonists of OPRM1-OPRD1 heterodimerization, primary screen, cell-based, luminescence; Mu-type opioid receptor (Homo sapiens) + Delta-type opioid receptor (Homo sapiens), …; cells; activation, % at 9.3 µM; actives 0.3% (n = 340,000); AID 504326, 2011; in the data active = activation above about 18%;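 note: 0% = vehicle-treated cells and 100% = reference agonist; values of inactives mirror those of a sister screen read the other way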
# Numbers without * were called inactive; nt = not tested or not shown; & = joins results of further samples.
SMILES,PKA-R2B activ,HTR5A inv ag,DSG3 Ab inh,PKA-R1A activ,DAGLB inhibitor,HTR5A ag ctr,OPRM1-OPRD1 inv,V-ATPase pH,Arr AP2 block,MOR-DOR ag
CCOC(=O)c1c(-c2ccccc2)csc1NC(=O)C(C)NCCCN1CCOCC1 (configuration not stated),-3.9,12.6,106.5,-19.7,-0.1,4.7,10.3,5.8,6.0,-2.1
Oc1ccc(Cl)cc1-c1cc(C(F)(F)C(F)F)nc(-c2ccccc2)n1,0.6,-4.8,nt,-8.3,-3.2,1.6,-2.0,1.6,-12.8,0.4
COc1ccc(C2CC(c3ccc(OC)cc3)n3nc(NC(=O)c4ccco4)nc3N2)cc1 (configuration not stated),0.8,5.7,101.2,-1.3,3.4,1.3,-15.4,-1.2,-4.8,2.9
CCC1Nc2ncnc(N3CCN(c4ccccc4)CC3)c2N(Cc2ccc(OC)cc2)C1=O (configuration not stated),-10.7,51.8*,107.5,-8.1,3.1,-15.7,57.3*,2.5,27.2,-12.5
COc1ccc(NC(=O)CN2CCC(C(N)=O)CC2)cc1,-4.5,12.7,79.8,-2.4,2.0,-0.7,-1.6,3.0,-8.6,0.3
COc1ccc(CNC(=O)CSc2nccn(-c3ccc(F)c(F)c3)c2=O)cc1,-13.8,13.1,110.0,-0.8,-3.8,-5.2,15.1,-2.3,-10.5,-2.7
O=S(=O)(c1ccc(N2CCN(S(=O)(=O)c3ccc4c(c3)OCCO4)CC2)nc1)N1CCCC1,-4.6,-2.5,98.2,4.8,-1.4,2.9,1.7,1.8,19.2,-0.3
COc1ccc(CNC(=O)Cn2nc(Cc3cccnc3)c3ccccc3c2=O)cc1,13.3,-11.3,95.8,-0.7,-2.3,-3.0,4.3,-3.1,-0.8,-0.8
COC(=O)c1ccc(NC(=S)NC2CC2)cc1,-6.5,-3.9,110.9,0.1,3.0,-0.1,4.3,4.8,20.2,-0.8
Cc1ccc2c(Cl)c(Cc3ccccc3)c(=S)[nH]c2n1,-3.5,-1.8,137.9,-4.3,3.6,0.5,-103.5,-3.2,6.3,20.9*
O=C1C=C(c2ccc(-c3ccccc3)cc2)C[C@@H](c2ccc(Cl)cc2)C1,7.3,5.1,94.6,-5.7,-1.9,-0.6,6.7,-2.0,11.5,-1.4
O=C(NC(=S)NCCCN1CCOCC1)c1ccc([N+](=O)[O-])cc1,-14.8,11.0,94.2,0.3,0.7,-3.3,8.5,-1.8,-9.7,-1.8
S=C(N/N=C/c1ccc2ncccc2c1)Nc1cccnc1,1.5,-4.9,101.0,5.9,0.3,1.7,1.8,2.5,7.5,-0.3
Cc1c(C(=O)N(Cc2ccccc2)C(C)C)cnn1-c1ccccc1,-6.7,7.2,110.4,2.9,-2.7,3.4,16.0,-0.1,8.9,-3.0
CCCN(CCC)Cc1cc2ccccc2c2c1COC2,-2.0,8.3,101.4,-1.4,-4.6,-2.6,-34.5,-0.6,-16.8,5.8
CC(=O)Nc1cc(-c2nc3ccccc3o2)ccc1Cl,-3.1,-0.4,98.8,0.0,-8.6,0.1,-3.0,5.0,27.1,0.6
CCOC(=O)C1CCN(C(=O)CCn2c(=O)[nH]c3ccccc3c2=O)CC1,-13.8,-20.8,102.4,-8.8,-1.2,-0.6,4.9,1.4,6.2,-0.9
O=C(NCc1ccc2c(c1)OCO2)c1ccccc1,-11.0,15.7,94.7,-6.9,-0.9,4.9,20.9,-2.5,30.9,-4.0
Cc1sc2ncn(CC(=O)N3CCC(C(N)=O)CC3)c(=O)c2c1S(=O)(=O)N1CC(C)CC(C)C1 (configuration not stated),-10.8,-2.5,95.8,3.0,2.8,-1.8,10.2,2.6,-2.6,-1.6
Cc1cc(/C=N/NC(N)=O)c(C)n1C1CCCCC1,-11.8,5.7,117.1,-7.4,3.1,-2.0,1.7,1.6,10.2,-0.3

# The last 2 compounds of the part before open the next one:
SMILES,PKA-R2B activ,HTR5A inv ag,DSG3 Ab inh,PKA-R1A activ,DAGLB inhibitor,HTR5A ag ctr,OPRM1-OPRD1 inv,V-ATPase pH,Arr AP2 block,MOR-DOR ag
Cc1sc2ncn(CC(=O)N3CCC(C(N)=O)CC3)c(=O)c2c1S(=O)(=O)N1CC(C)CC(C)C1 (configuration not stated),-10.8,-2.5,95.8,3.0,2.8,-1.8,10.2,2.6,-2.6,-1.6
Cc1cc(/C=N/NC(N)=O)c(C)n1C1CCCCC1,-11.8,5.7,117.1,-7.4,3.1,-2.0,1.7,1.6,10.2,-0.3
Cc1ccc(CC(=O)Nc2ccncc2)cc1,-11.2,-32.4,105.9,-1.7,-2.0,-1.9,-1.6,-1.8,-3.7,0.2
CC1=NN(C(=O)COc2ccccc2)C(O)(c2cccnc2)C1 (configuration not stated),-5.2,2.5,96.3,-5.1,0.2,-0.6,11.5,-1.2,6.2,-1.7
COc1ccc(NC(=O)c2cc(S(=O)(=O)N3CCOCC3)cs2)cc1,-5.0,5.5,99.9,3.1,-2.3,5.5,12.8,1.9,-14.2,-2.7
CCN(CC)CCNC(=O)c1ccc(NC(C)=O)cc1,1.7&-2.1,6.0&-10.7,118.5&182.4,-6.5&-5.2,3.1&-1.2,0.9&3.0,6.2&0.9,0.7&2.9,-6.1&4.8,-1.1&-0.2
CC(C)n1c(=O)nc(-c2ccccc2)c2cc3c(cc21)OCO3,1.6,nt,104.1,1.2,-0.1,nt,nt,3.9,nt,nt
O=C(COc1ccc2c(c1)OCO2)Nc1nccs1,3.8,-4.3,nt,-3.0,-0.1,1.6,17.0,5.8,9.2,-3.2
O=C(O)c1ccc2oc(SCC(=O)N3CCCCC3)nc2c1,0.9,6.7,104.1,5.8,1.4,-1.4,10.0,3.2,-1.9,-1.9
CCOC(=O)CCC(NC(=O)c1ccc(CNc2nc3cc(C(F)(F)F)ccc3nc2C(=O)OCC)cc1)C(=O)OCC (configuration not stated),-9.9,0.6,93.2,-15.3,0.8,-0.2,8.5,-7.6,3.0,-1.6
O=C(NC(=S)NC(CO)Cc1ccccc1)c1ccc(F)cc1 (configuration not stated),-0.5,-5.9,93.9,8.5,-1.0,-3.2,19.5,-4.4,-6.9,-3.8
C=CCNC(=O)NC(=O)COC(=O)CCCSc1nc2ccccc2[nH]1,-1.0,-7.6,93.3,-13.4,1.2,-4.6,12.0,-0.1,21.7,-2.3
CCOC(=O)c1c(C)oc2c1C(=O)c1ccccc1C2=O,-9.8,-19.2,100.6,-3.5,0.1,7.2,-57.9,-0.4,11.6,8.0
CCC(CO)Oc1cc(NCc2ccccc2OC)c2ncn(C(C)C)c2c1 (configuration not stated),-3.2,-47.1,108.7,-11.3,0.6,16.1,-8.5,-3.8,12.6,1.5
CCC(C)NC(=O)N[C@@H](CCSC)C(=O)O (some centres not stated),1.4,-12.6,98.3,1.9,1.9,4.0,2.9,4.1,7.5,-0.5
Cc1ccc2cc3cc(C(=O)NCCCN4CCCCCC4)oc3nc2c1,-9.3,3.0,104.6,-1.8,3.4,1.0,2.3,3.7,7.1,-0.4
COc1cc(CN2CCCCCC2)cc([N+](=O)[O-])c1O,6.5,3.6,102.1,2.7,-1.5,-1.0,13.6,1.4,22.2,-3.0
CC(=O)Nc1ccc(S(=O)(=O)N2C(C)CCCC2C)cc1 (configuration not stated),-6.7,7.5,99.4,-0.2,-1.6,-2.1,17.9,6.2,0.4,-4.0
CN(C)c1ccc(C(C#N)c2ccc(Cl)cc2)nn1 (configuration not stated),-0.3,10.7,98.7,-2.9,0.3,-4.7,14.3,0.7,-15.1,-2.8
C=CCNc1cc(C)oc(=O)c1C(=O)CCC,-9.5,-29.4,103.2,3.7,-2.8,11.4,11.1,-0.4,12.0,-2.0
COc1ccc(C)cc1NC(=O)CO/N=C(\N)CC(=O)Nc1ccccc1OC,4.3,3.8,94.5,19.9*,0.0,-1.5,9.0,-4.0,-4.1,-2.1
Cc1cc(C(F)(F)F)n(-c2nc(C(=O)NNS(=O)(=O)c3ccccc3)cs2)n1,-6.7,-16.4,nt,-2.8,-0.5,1.1,7.9,1.6,-0.7,-1.4
CCOc1ccccc1N1CCN(C(=O)c2ccncc2)CC1,8.6,-26.3,119.7,0.7,1.1,9.7,-0.7,1.4,3.6,0.1
NC(=O)C1CCN(c2ccc(S(=O)(=O)N3CCC(Cc4ccccc4)CC3)cn2)CC1,0.8,14.7,93.4,-5.9,0.7,3.2,-1.7,9.9,-4.5,0.3
CC(=O)c1ccc(N2CCN(CC(=O)N(CC(C)C)c3c(N)n(CC(C)C)c(=O)[nH]c3=O)CC2)cc1,-6.5,-4.2,85.2,-5.6,-0.1,1.7,8.6,-2.5,-20.7,-1.9
O=c1nc2n(c3ccc([N+](=O)[O-])cc13)CCCCC2,-0.2,-42.4,102.3,-7.2,3.4,1.5,10.4,0.6,-14.6,-2.1
Cc1oc(-c2ccc(Cl)cc2)cc1C(=O)/C(C#N)=C/Nc1cccc(OC(F)(F)F)c1,-1.7,-22.6,105.9,1.7,9.0,5.0,4.2,-1.2,24.8,-0.8
CC(C)CN(C(=O)c1cc(Cl)nc2ccccc12)C1CCS(=O)(=O)C1 (configuration not stated),-13.0,-2.7,99.9,-8.9,0.9,2.0,-19.2,-5.3,7.4,2.9
Cc1ccc2nc(-c3ccc(NC(=S)NC(=O)C(C)C)cc3)sc2c1,1.5,4.1,120.0,-12.9,1.5,-2.9,28.3,1.0,-4.7,-6.1
COc1cc(C(=O)N2CCC(C(=O)Nc3cccc(C(C)=O)c3)CC2)cc(OC)c1OC,0.2,-6.1,107.5,-2.9,-2.5,2.2,-18.6,4.2,9.1,3.4
Cc1ccccc1-c1ccc(C=Nc2c(C)n(C)n(-c3ccccc3)c2=O)o1,-5.5,9.0,nt,3.8,-0.1,3.0,-4.4,0.7,6.2,0.7
C=CCn1cnc2scc(-c3ccc(C)c(C)c3)c2c1=O,-9.2,-10.2,107.8,1.1,-2.9,3.0,4.3,-0.8,-1.5,-0.6
Cc1ccccc1CC1(CO)CCCN(C(=O)CCC(F)(F)F)C1 (configuration not stated),-11.4,-9.0,106.7,-7.3,-2.1,2.4,21.6,-1.9,1.3,-4.7
Cc1cc(C)c(C)c(S(=O)(=O)NCc2cccnc2)c1C,1.7,4.0,103.0,-12.0,-0.7,3.9,0.1,-0.2,7.3,0.0
COC(=O)c1ccccc1-c1ccc(C=O)o1,-5.2,-6.1,102.2,-3.3,-3.9,2.4,7.1,-0.7,32.2,-1.2
